Bioassay records from PubChem.
STAT1 blocker = inhibitors of IFN-gamma induced STAT1 signaling. NIH 3T3 STAT1-luciferase reporter, luminescence. inhibition, % at 5.5 µM. 200,000 tested, 0.35% active;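 active = inhibition above a set limit, the mean inhibition across all tested compounds plus 3 SD, cut at about 34% in these data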;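 note: 0% = IFN-gamma with DMSO and 100% = IFN-gamma with 300 µM nifuroxazide; values of inactives mirror those of a sister screen read the other way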
bIAP inhibitor = blocks bovine intestinal alkaline phosphatase activity; purified bovine IAP, CDP-star luminescence, 30 min; inhibition, % at 20 µM; 190,000 tested, under 10 active; AID 1019;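 active = over 50% inhibition of intestinal alkaline phosphatase at 20 µM in the single-dose screen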
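Assay system – bovine IAP enzyme · Quantity – bovine IAP at 1/65,000,000 final dilution · Detection – CDP-star luminescence signal · Times – 30 min reaction at room temperature · Also added – CDP-star substrate at 30 µM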
PPARg SRC-1 ag = agonists of human PPARgamma SRC-1 coactivator recruitment; activation, % at 8 µM; P37231; 200,000 tested, 0.41% active; PPARgamma-SRC-1 coactivator recruitment biochemical assay; in the data active = activation above about 19%;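 note: 0% = DMSO and 100% = reference agonist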
Target sequence (P37231 whole entry, looked up): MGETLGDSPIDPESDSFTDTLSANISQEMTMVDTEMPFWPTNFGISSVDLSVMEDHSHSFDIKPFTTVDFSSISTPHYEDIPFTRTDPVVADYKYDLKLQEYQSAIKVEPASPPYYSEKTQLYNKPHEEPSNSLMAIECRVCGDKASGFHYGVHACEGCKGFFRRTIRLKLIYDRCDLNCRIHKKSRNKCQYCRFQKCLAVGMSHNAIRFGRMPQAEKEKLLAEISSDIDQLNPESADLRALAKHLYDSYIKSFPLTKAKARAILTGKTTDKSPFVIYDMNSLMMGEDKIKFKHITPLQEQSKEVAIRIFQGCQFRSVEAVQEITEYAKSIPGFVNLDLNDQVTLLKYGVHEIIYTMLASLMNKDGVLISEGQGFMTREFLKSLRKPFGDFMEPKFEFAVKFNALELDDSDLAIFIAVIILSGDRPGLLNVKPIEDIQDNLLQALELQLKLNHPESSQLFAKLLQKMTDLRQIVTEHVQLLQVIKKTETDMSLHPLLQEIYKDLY
PPARg SRC-3 ag = agonists of human PPARgamma SRC-3 coactivator recruitment; P37231; AID 731; biochemical PPARgamma/SRC-3 coactivator recruitment assay; 200,000 tested, 0.26% active; activation, % at 8 µM; in the data active = activation above about 23%;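 note: 0% = DMSO and 100% = reference agonist; some compounds past the cut are filed as inactive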
STAT3 blocker = inhibitors of IL-6 induced STAT3 signaling; U3A cells, IL-6 STAT3-luciferase reporter, luminescence; host cell line lacks STAT1; inhibition, % at 5.5 µM; 190,000 tested, 0.89% active;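 active = inhibition above the mean inhibition across all screened compounds plus 3 SD, cut at about 44% in these data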;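 note: 0% = DMSO only wells and 100% = 100 µM nifuroxazide control wells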
PPARg SRC2 recr = promotes SRC-2 coactivator recruitment by human PPARgamma. P37231. PPARgamma LBD-SRC-2 recruitment, biochemical. activation, % at 8 µM. 200,000 tested, 0.34% active. AID 1032; in the data active = activation above about 22%;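 note: 0% = vehicle and 100% = reference agonist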
STAT3 act = increases IL-6 driven STAT3 reporter signal. U3A cells, IL-6 STAT3-luciferase reporter, luminescence; 100% = signal with IL-6 EC80 alone. activation (% of control), % at 5.6 µM. 190,000 tested, 0.91% active. AID 871;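 active = activation above the screen-wide mean of compound activation plus 3 SD, cut at about 130% in these data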;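 note: 0% = background luminescence of wells with medium and substrate only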
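Material: human U3A cells carrying STAT3-luciferase construct. Measured by: reporter luminescence signal. Timing: compound 1 h, then IL-6 6 h at 37 °C.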
bIAP activator = intestinal alkaline phosphatase (bovine) activation | activation factor at 20 µM | 200,000 tested, 0.17% active | purified bovine IAP, CDP-star luminescence, 30 min; hits give high values; fold of DMSO-control signal, blank-subtracted | AID 1016;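 active = activation factor of 2 or more at 20 µM, a signal rise over negative controls twice the positive control's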
ROMK primary = human ROMK K+ channel modulation, primary screen | Tet-inducible ROMK, thallium flux fluorescence; actives lie on both sides | B-score at 10 µM | P48048 | 130,000 tested, 2% active;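 active = signal ratio slope over the read window, or its plate-corrected B-score, at least 3 SD from the plate mean, either direction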;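 note: B-score of the F/F0 ratio slope over 7 to 12 s after thallium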
Target sequence (P48048 whole entry, looked up): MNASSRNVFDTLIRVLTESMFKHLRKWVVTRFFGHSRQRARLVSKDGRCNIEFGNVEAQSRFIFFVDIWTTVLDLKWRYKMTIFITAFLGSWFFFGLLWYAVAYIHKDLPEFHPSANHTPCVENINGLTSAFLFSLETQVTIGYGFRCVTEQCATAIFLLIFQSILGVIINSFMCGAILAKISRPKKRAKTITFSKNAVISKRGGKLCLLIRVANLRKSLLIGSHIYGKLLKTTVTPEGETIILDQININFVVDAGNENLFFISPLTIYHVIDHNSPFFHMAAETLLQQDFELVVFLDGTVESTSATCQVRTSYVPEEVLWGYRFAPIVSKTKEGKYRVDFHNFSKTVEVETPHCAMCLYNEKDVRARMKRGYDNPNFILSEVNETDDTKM
TNAP act hi DEA = increases human TNAP activity under high phosphate acceptor concentration. 200,000 tested, under 10 active. purified TNAP, CDP-star luminescence, 1 M DEA, 30 min; hits give high values; 0 = EDTA background, 1 = DMSO-only activity. activation factor at 20 µM. P05186. AID 1136;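 active = activation factor at least 2 at 20 µM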
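Measured by: Luminescent substrate turnover signal | Test system: Human TNAP | Input: TNAP 1/800 final | Dosing: 20 µM single point | Schedule: 30 min, room temperature | Controls: EDTA wells as negative control, DMSO wells as positive control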
SRC2 TRFRET art = counter-screen for PPARgamma SRC-2 recruitment agonists: TR-FRET artefact; TR-FRET ratio at 8 µM; 200,000 tested, 0.4% active; hits give high values; in the data active = TR-FRET ratio above about 2000; note: inactives centre near 1500
* = called active by the depositor; x = not tested or not shown.

SMILES | STAT1 blocker | bIAP inhibitor | PPARg SRC-1 ag | PPARg SRC-3 ag | STAT3 blocker | PPARg SRC2 recr | STAT3 act | bIAP activator | ROMK primary | TNAP act hi DEA | SRC2 TRFRET art
CCCCN1C(=O)c2ccc(C(=O)NC3=NCCS3)cc2C1=O | -13.1 | 13.8 | 3.4 | 5.2 | -0.6 | -1.1 | 103.1 | 0.9 | x | 1 | 1437
c1ccc2[nH]c(-c3nc4ccccc4[nH]3)nc2c1 | -49.9 | 1.1 | 1.9 | 9.7 | 44.2* | -6.4 | 63.1 | 1 | x | 1 | 1711
COC(=O)C1C(=O)CC(C)(O)C(C(=O)OC)C1/C=C/c1ccccc1 (centres undefined) | -3.1 | 2.1 | 13.8 | -2.0 | 6.3 | 6.0 | 99.0 | 1 | 1.14 | 1 | 1503
Cc1cc(C)n(C(=O)c2ccc(Cn3nc(C)c(Br)c3C)o2)n1 | 2.7 | 6.8 | -2.7 | -2.3 | 1.5 | -1.4 | 101.5 | 0.9 | 1.17 | 1 | 1487
Cc1ccc(Nc2nnc(C)c(=O)[nH]2)cc1 | 4.3 | -12.0 | 14.1 | 6.1 | 1.5 | 3.0 | 100.1 | 1.1 | 0.0743 | 1 | 1613
CC(/C=N/Nc1nc(C)cc(=O)[nH]1)=C\c1ccccc1 | -9.0 | -4.9 | -0.5 | 0.2 | 21.9 | 5.4 | 87.7 | 1 | 0.013 | 1 | 1662
Cc1ccc(C(=O)NC(c2ccccc2)C(Cl)Cl)cc1 (centres undefined) | -14.0 | 30.6 | 5.5 | 5.7 | -0.3 | 6.7 | 96.7 | 0.7 | x | 1 | 1657
COc1ccccc1C1Nc2cccc3cccc(c23)N1 | 7.5 | 33.1 | 19.3* | 11.2 | 15.2 | 19.4 | 85.2 | 0.7 | -0.413 | 1 | 1640
COC(=O)c1cc(S(=O)(=O)N2CCOCC2)ccc1Sc1ccccc1N | -3.8 | -6.8 | 1.5 | -4.4 | -12.5 | 3.6 | 112.5 | 1.1 | -0.741 | 1.1 | 1415
CNC(=S)N(Cc1ccc(OC)cc1)Cc1cc2cccc(C)c2[nH]c1=O | -1.5 | -1.2 | 2.2 | 2.2 | 3.5 | 3.2 | 98.8 | 1 | 0.0407 | 1 | 1586
CCn1c(CNc2ccccc2Cl)nnc1SCC(=O)NCc1ccccc1 | 1.5 | 1.1 | 1.8 | -12.1 | 3.7 | -15.8 | 100.5 | 1 | -1.03 | 1.1 | 1414
CC(=O)Oc1ccc(N(c2ccccc2)S(=O)(=O)c2ccc(C)cc2)cc1 | -6.4 | 5.0 | -0.4 | -4.5 | -3.9 | -5.8 | 104.2 | 0.9 | 0.373 | 1 | 1377
COC(=O)Cc1ccc(NC(=S)N2CCN(c3ccc(F)cc3)CC2)cc1 | 18.1 | 8.1 | 5.4 | 3.0 | 24.0 | -2.3 | 82.7 | 0.9 | x | 1 | 1456
Cc1cc(N2CCOCC2)nc2ccc(NC(=S)N3CCN(Cc4ccccc4)CC3)cc12 | 0.3 | -15.8 | -1.5 | -3.4 | -3.5 | -5.9 | 105.0 | 1.2 | 0.334 | 1 | 1517
OCCNc1nc(SCc2ccccc2)nc2sc3c(c12)CCC3 | -2.4 | 2.9 | 0.9 | 3.7 | 19.9 | 6.6 | 86.2 | 1 | x | 1 | 1577
CC(C)CCc1c(O)nc(SCC(C)C)[nH]c1=O | 0.8 | -14.7 | -4.0 | 3.3 | 0.2 | 0.7 | 101.8 | 1.1 | -0.334 | 1.1 | 1400
CC(C)(C)NC(=O)Cn1c(SCC(=O)NC2CCCCC2)nc2ccccc21 | 4.9 | -1.4 | 0.1 | -5.4 | 5.6 | -4.5 | 98.5 | 1 | -0.000526 | 1.1 | 1361
COc1ccc(C(=O)N/N=C/c2ccc(OC)c(CN3CCc4cc(OC)c(OC)cc4C3C)c2)cc1 (centres undefined) | -3.9 | -36.4 | 0.6 | 1.3 | -5.3 | 4.4 | 109.3 | 1.4 | x | 1 | 1467
C=CCn1c(SCC(=O)c2ccc(Cl)cc2)nnc1-c1ccc2c(c1)OCO2 | -1.4 | 4.6 | 5.4 | -0.7 | 4.3 | 4.3 | 99.4 | 1 | 0.347 | 1 | 1545
CCC1=Nc2cc(C(=O)NCc3ccco3)ccc2Sc2ccc(C)cc21 | 4.5 | 32.9 | -6.1 | 2.6 | -57.9 | -7.5 | 144.9* | 0.7 | 1.02 | 1 | 1670
COc1cc(NC(=O)C2CCN(S(=O)(=O)c3ccc(Cl)cc3)CC2)ccc1-n1cnnn1 | 6.6 | -16.7 | 5.9 | -0.3 | 13.0 | 7.1 | 97.2 | 1.2 | x | 1 | 1574
O=C(CSC1=NCCS1)Nc1nc(-c2ccccc2)cs1 | -15.2 | 17.1 | 6.4 | 9.2 | -12.6 | 3.7 | 111.4 | 0.8 | -0.251 | 1.1 | 1486
CCOc1cc2[nH]c(=S)n(CC3CCCN3CC)c(=O)c2cc1OCC (centres undefined) | 4.4 | -0.3 | 5.2 | 1.2 | 16.3 | 9.8 | 91.5 | 1 | x | 1 | 1563
Cc1cc(N2CCCC2)ccc1/C=C1\NC(=S)N(C)C1=O | -34.2 | 9.4 | 17.8 | 14.5 | 20.6 | 20.0 | 85.6 | 0.9 | -3.16* | 0.6 | 1790
CCOc1ccc(OCC)c(Nc2cc(C)nc3ncnn23)c1 | 12.3 | -16.6 | 3.7 | 3.0 | 14.3 | 8.1 | 88.5 | 1.2 | x | 1 | 1685
CCOC(=O)N1N=C(c2ccc(OC)cc2)CC1(O)C(F)(F)F (centres undefined) | -18.9 | -7.9 | -4.1 | 0.7 | 13.4 | -6.7 | 90.5 | 1.1 | 1.97 | 1 | 1629
Cc1ccc(CSC2=Nc3ccccc3C3=NC(=O)CN23)cc1 | -16.4 | -12.8 | -6.6 | 4.9 | 16.0 | -2.8 | 89.5 | 1.1 | -0.0981 | 1 | 1488
CCC(C)(C(=O)NC1CCCC1)N(C(=O)c1ccccn1)c1ccccc1 (centres undefined) | 5.5 | 9.2 | 5.8 | 12.7 | 10.4 | 5.3 | 93.1 | 0.9 | 1.19 | 1 | 1451
OCC1(Cc2ccc(Cl)cc2)CCN(Cc2ccc3nsnc3c2)CC1 | -0.7 | -0.9 | 18.1 | 14.2 | 1.3 | 19.6 | 101.0 | 1 | -1.57 | 1.1 | 1895
COc1ccc(Cl)cc1NC(=S)NCCO | -0.5 | 0.2 | 4.2 | 0.8 | 8.3 | -1.3 | 96.7 | 1 | 1.68 | 1 | 1696
COc1cc(/C=N/NC(=O)c2cc(-c3ccc4c(c3)OCO4)n[nH]2)ccc1O | -13.3 | 21.9 | 2.3 | 3.8 | -11.7 | 12.1 | 107.2 | 0.8 | 0.00354 | 1 | 1575
CCn1c(=Nc2ccc(N3CCOCC3)cc2)ccc2ccccc21 | 2.0 | 7.8 | 1.0 | -1.0 | 0.0 | -6.4 | 103.4 | 0.9 | x | 1 | 1375
Cc1ccc(Sc2cnn(-c3ccccc3)c(=O)c2Cl)cc1 | 2.3 | 21.3 | 8.7 | 6.7 | -37.5 | 18.8 | 141.5* | 0.8 | -1.02 | 1 | 2023*
COc1ccc(-c2cc(N3CCCC3)n3ncnc3n2)cc1 | 6.8 | 3.5 | -0.6 | 1.3 | 17.6 | 1.3 | 84.3 | 1 | x | 1 | 1474
CS(=O)(=O)N1CCN(c2ccccc2NC(=O)c2cccs2)CC1 | -1.5 | 1.5 | -2.8 | 0.0 | 0.2 | 4.5 | 102.5 | 1 | 1.34 | 1 | 1413
O=c1[nH]c(SCCOc2ccccc2)nc2ccccc12 | -15.9 | 14.4 | 1.6 | 13.1 | 11.6 | -3.0 | 93.3 | 0.9 | x | 1.1 | 1602
CCOc1ccc(NC(=O)CSc2nnc(Cc3cccn3C)n2-c2ccc(F)cc2)cc1 | -6.1 | 2.9 | -0.1 | -2.0 | 1.2 | 4.9 | 99.2 | 1 | x | 1.1 | 1496
CC(C#CCN1CCCCC1)OCCOCc1ccccc1 (centres undefined) | 1.2 | 2.1 | 4.7 | 1.3 | 6.7 | 8.4 | 98.5 | 1 | 0.686 | 1 | 1496
Cn1c(=O)c2c(nc(CN3CCOCC3)n2Cc2ccccc2)n(C)c1=O | -1.1 | x | 0.4 | 9.8 | 3.9 | 0.5 | 99.0 | x | x | x | 1500
Cc1cc(OCCCCCNCCO)cc(C)c1Cl | 7.5 | 0.0 | -4.1 | 2.6 | 1.1 | 0.7 | 102.7 | 1 | x | 1 | 1307

Shown as labelled records: entries from further up
CCC(C)(C(=O)NC1CCCC1)N(C(=O)c1ccccn1)c1ccccc1 (centres undefined)
  STAT1 blocker = 5.5; bIAP inhibitor = 9.2; PPARg SRC-1 ag = 5.8; PPARg SRC-3 ag = 12.7; STAT3 blocker = 10.4; PPARg SRC2 recr = 5.3; STAT3 act = 93.1; bIAP activator = 0.9; ROMK primary = 1.19; TNAP act hi DEA = 1; SRC2 TRFRET art = 1451

OCC1(Cc2ccc(Cl)cc2)CCN(Cc2ccc3nsnc3c2)CC1
  STAT1 blocker = -0.7; bIAP inhibitor = -0.9; PPARg SRC-1 ag = 18.1; PPARg SRC-3 ag = 14.2; STAT3 blocker = 1.3; PPARg SRC2 recr = 19.6; STAT3 act = 101.0; bIAP activator = 1; ROMK primary = -1.57; TNAP act hi DEA = 1.1; SRC2 TRFRET art = 1895

Next section.
SMILES | STAT1 blocker | bIAP inhibitor | PPARg SRC-1 ag | PPARg SRC-3 ag | STAT3 blocker | PPARg SRC2 recr | STAT3 act | bIAP activator | ROMK primary | TNAP act hi DEA | SRC2 TRFRET art
COc1ccc(C(=O)N2CCN(C(C)=O)CC2)cc1S(=O)(=O)NCc1ccc(Cl)cc1 | 0.9 | -2.2 | 9.9 | 5.0 | 11.4 | 8.3 | 94.0 | 1 | x | 0.9 | 1725
Cc1ccc(OCC(=O)NCCO)c(Br)c1 | -2.5 | -11.1 | 9.3 | 6.5 | 10.1 | 5.0 | 101.2 | 1.1 | -0.964 | 1.1 | 1552
CCOC(=O)N1CCC(NC(=O)C2CCN(S(=O)(=O)N3CCCC3)CC2)CC1 | -3.0 | 6.4 | 10.6 | 20.4 | 10.5 | 13.4 | 94.9 | 0.9 | x | 1.1 | 1679
CC(C)c1ccc(NC(=O)C2CCN(S(C)(=O)=O)CC2)cc1 | -2.7 | 3.1 | 2.6 | 4.2 | 2.9 | 1.4 | 102.0 | 1 | x | 1 | 1595
CC12CN(C(=S)Nc3ccccc3)CC(C)(CN(C(=S)Nc3ccccc3)C1)C2=O | -3.8 | 3.1 | -7.5 | -4.2 | 0.2 | 2.6 | 101.8 | 1 | 0.00452 | 1 | 1324
Cc1cc(C)n(/N=C/c2ccco2)c(=O)c1C#N | 5.0 | 30.5 | 2.3 | -1.3 | 5.6 | -2.9 | 93.6 | 0.7 | 1.29 | 1 | 1579
COc1ccc(NC(=O)c2cccs2)c([N+](=O)[O-])c1 | -21.8 | 4.8 | 6.3 | 8.5 | 21.7 | 7.4 | 86.2 | 1 | 0.0671 | 1 | 1595
